Rtt109 Vps75 – inhibitors of C. albicans Rtt109/Vps75 HAT, primary screen, biochemical, ThioGlo CoA-SH fluorescence, plate reader | Histone acetyltransferase RTT109 (Candida albicans (strain SC5314 / ATCC MYA-2876)), … | purified Rtt109/Vps75, 4 h | inhibition, % at 34.9 µM | hit rate 0.16% among 330,000 | AID 540336, 2011;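 active = inhibition of at least 50% in every replicate; inconclusive = best replicate reaches 50% inhibition but some replicates fall short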
Target sequence (Q5AAJ8 whole entry, looked up): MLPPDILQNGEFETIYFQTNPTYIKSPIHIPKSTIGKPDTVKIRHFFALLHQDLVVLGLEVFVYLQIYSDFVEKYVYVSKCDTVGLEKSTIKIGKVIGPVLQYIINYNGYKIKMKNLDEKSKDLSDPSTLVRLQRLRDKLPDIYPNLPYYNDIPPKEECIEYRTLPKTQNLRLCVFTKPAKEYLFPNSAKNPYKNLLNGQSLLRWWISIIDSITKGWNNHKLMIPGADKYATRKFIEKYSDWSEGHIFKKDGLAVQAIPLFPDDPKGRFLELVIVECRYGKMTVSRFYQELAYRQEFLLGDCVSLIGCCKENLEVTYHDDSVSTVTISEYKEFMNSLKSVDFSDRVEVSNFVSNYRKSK
CAL PDZ FP-1 – untagged CAL PDZ binding inhibitors, primary screen, biochemical, fluorescence polarization, HTS; Golgi-associated PDZ and coiled-coil motif-containing protein (Homo sapiens), Q9HD26; purified CAL PDZ, TMR-peptide fluorescence polarization, 1 h; inhibition, % at 24.9 µM; hit rate 0.92% among 300,000; AID 602252, 2012;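 active = mean inhibition of at least 30% with at least half of replicates also reaching 30%; inconclusive = no clear call, values can overlap the other calls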;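 also: 0% = DMSO neutral control and 100% = excess unlabeled competitor peptide PRC23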
V-ATPase pHluor – regulators of yeast V-ATPase proton pumping, primary screen, pHLuorin cytosolic pH fluorescence; S. cerevisiae; hit rate 0.37% among 350,000; response, % at 10 µM; in the data active = response mostly above about 7.3%, no sharp cut-off; inactive = mostly below about 5.4%; also: actives read high; inactives centre near 0; some compounds called inactive have numbers as strong as hits
MITF TRPM1 HTS – activators of MITF-driven TRPM1 promoter reporter, primary screen, cell-based, SK-MEL-5, luciferase, single point. SK-MEL-5 TRPM1-promoter luciferase, 24 h; % of positive control, neutral wells = 0. activation, % at 12.5 µM. hit rate 0.75% among 300,000. AID 588334, 2011;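 active = mean activation of at least 80% with every replicate also reaching 80%; inconclusive = mean reaches 80% but some replicate falls short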;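 also: 0% = neutral control wells and 100% = parthenolide positive control wells; values of inactives mirror those of a sister screen read the other way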
CAL PDZ FP-2 – CAL PDZ peptide-binding inhibitors, primary screen, biochemical, fluorescence polarization, Cer-tagged CAL PDZ, HTS | Golgi-associated PDZ and coiled-coil motif-containing protein (Homo sapiens), Q9HD26 | purified CAL PDZ, TMR-peptide fluorescence polarization, 1 h | inhibition, % at 20 µM | hit rate 0.02% among 330,000 | AID 504414, 2011;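 active = highest replicate inhibition of at least 40%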;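 also: plate controls were DMSO neutral control wells for no effect and unlabeled competitor peptide control wells for full effect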
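Material: tagged CAL PDZ protein CerCALP, purified; buffer or medium: sodium phosphate/NaCl buffer pH 7.4 with TCEP, IgG, Thesit; also added: fluorescent TMR peptide probe; schedule: 1 h incubation at room temperature before polarization reading; technique: fluorescence polarization from S- and P-plane intensities, G-factor corrected; control set: unlabelled peptide and DMSO controls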
dFosB activator – activators of delta FosB homodimer, primary screen, biochemical, fluorescence polarization, TAMRA-CDK5 oligo, single point; activation, % at 25 µM; hit rate 0.99% among 340,000; purified delta FosB; percent of positive-control signal above neutral wells; Protein FosB (Mus musculus), P13346;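 active = mean activation above about 17%, with every replicate also reaching it, limit read from the data, passing the limit was not always enough; inconclusive = only one of the two conditions met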;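 also: fluorescence polarization rise as delta FosB binds a TAMRA Cdk5 AP-1 oligo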
Target sequence (P13346 whole entry, looked up): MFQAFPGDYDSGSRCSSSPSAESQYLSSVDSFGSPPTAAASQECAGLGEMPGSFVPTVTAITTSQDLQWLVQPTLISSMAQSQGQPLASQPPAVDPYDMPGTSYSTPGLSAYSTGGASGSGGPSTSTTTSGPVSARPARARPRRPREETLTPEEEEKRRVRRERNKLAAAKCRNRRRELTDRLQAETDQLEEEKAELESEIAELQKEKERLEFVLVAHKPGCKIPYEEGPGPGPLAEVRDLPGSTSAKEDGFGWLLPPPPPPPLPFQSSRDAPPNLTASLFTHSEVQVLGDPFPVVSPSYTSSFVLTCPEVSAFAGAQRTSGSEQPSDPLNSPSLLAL
CDK5 inh – inhibitors of human CDK5/p35 kinase, primary screen, biochemical, single concentration; inhibition, % at 10 µM; Cyclin-dependent kinase 5 (Homo sapiens) + Cyclin-dependent kinase 5 activator 1 (Homo …; hit rate 0.01% among 330,000; Recombinant CDK5/p35, ADP-Glo luminescence, 60 min;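 active = highest replicate inhibition of at least 50% and at least 75% of replicates reaching 50%; inconclusive = only one of the two criteria met; inactive = both criteria failed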;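 also: plate controls were DMSO neutral control for no effect and GW8510 at 10 µM for full effect; many of its hits are not listed in these tables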
RTF Ca sens act – cardiac RTF calcium sensitivity activators, primary screen, biochemical, IANBD-TnC fluorescence, EC20 calcium; AID 493008, 2010; IANBD-labeled TnC RTF fluorescence at EC20 calcium; 0% EC20 calcium, 100% full calcium; hit rate 0.24% among 340,000; activation, % at 7.2 µM;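 active = activation above the mean over all tested compounds plus 3 SD, cut at about 30% in these data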;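 also: rise in fluorescence read as greater calcium sensitivity of cardiac thin filaments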
Tat transport – E. coli Tat export inhibitors, primary screen, MC4100, TorA-mCherry reporter, fluorescence, single point; AID 488895, 2010; inhibition, % at 10 µM; hit rate 0.036% among 340,000;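 active = mean replicate inhibition at least 50% and at least half of replicates individually reaching 50%; inconclusive = only one of the two criteria met; inactive = neither criterion met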;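 also: exported cargo escapes ClpAP degradation while cytoplasmic cargo is degraded and loses fluorescence; 0% = median of neutral control wells and 100% = median of NaSCN control wells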
Wnt act – Wnt/beta-catenin pathway activators, primary screen, cell-based, plate reader, single point. hit rate 1.2% among 300,000. activation, % at 9.35 µM. Wnt/beta-catenin reporter cell assay, activator; in the data active = activation above about 30%, passing the limit was not always enough; inconclusive = no clear call, values can overlap the other calls;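 also: 0% = neutral control wells and 100% = positive control wells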
An asterisk follows results filed as active; ? = inconclusive; . = not tested or not shown; & = joins results of further samples. This is a subset (hit frequency here may not be typical).

Compound	Rtt109 Vps75	Wnt act	Tat transport	dFosB activator	V-ATPase pHluor	CDK5 inh	RTF Ca sens act	MITF TRPM1 HTS	CAL PDZ FP-1	CAL PDZ FP-2
O=C(Nc1cccc(C(F)(F)F)c1)c1cccn(Cc2ccc3c(c2)OC(F)(F)O3)c1=O	0	.	1	-11	1	-1.3	-2	-2	.	-0.4
O=C1N=c2ccccc2=C/C1=C\c1c(O)[nH]c(=S)[nH]c1=O	-2	-2	1	0	3	-1.7	-3	5	-5	-0.5
CN1C2CCC1CC(OC(=O)c1cccc(O)c1)C2 (centres undefined)	-4	-2	-11	-12	6	-0.7	1	5	-2	1.4
O=c1cccc2n1CC1CC2CN(c2nc(N3CCCCC3)nc(N3CCCCC3)n2)C1 (centres undefined)	2	0	3	-6	4	1.0	0	7	-3	0.6
COC(=O)C1=C(c2ccc(OC)c(OC)c2)C[C@@H]2CC[C@H]1N2C(=O)NCCCOC(C)C	-12	-4	-10	-7	-1	0.2	15	-6	-3	-1.0
C=CCn1c(O)c(C(C)=NCc2cc(OC)cc(OC)c2)c(=O)[nH]c1=O	16	-4	-7	-11	2	0.5	-4	-32	-7	-1.2
CC(C)C12CN3CC(C(C)C)(CN(C1)C3c1cccnc1)C2=O (centres undefined)	0	.	-2	2	2	1.0	-1	-1	-1	-0.1
C=Cn1ccnc1P(=S)(c1nccn1C=C)c1nccn1C=C	1	.	2	0	2	-0.9	24	.	2	.
COc1ccccc1-n1c(O)c(C=NCc2ccc3c(c2)OCO3)c(=O)[nH]c1=O	-1	-6	-1	-5	2	18	4	4	0	-3.2
CCOc1cc(C=O)ccc1O	-1	-1	1	3	0	4.3	2	.	-2	1.4
Nc1ccccc1C(=O)c1ccccc1	-5	-4	7	-3	-2	0.7	1	2	-6	0.9
COc1ccc(C(=O)C2CCCN(CCO)C2)c(C)c1 (centres undefined)	0	-2	-8	-2	-3	0.1	-2	-5	2	1.2
CCCCn1c(O)c(C(=O)/C=C/c2c[nH]c3ccccc23)c(=O)[nH]c1=O	1	-2	-8	6	6	0.8	67*	.	-1	-0.3
O=c1[nH]c(O)c(C=NCCc2ccccc2)c(=O)[nH]1	-1	0	-1	11	2	1.3	4	4	84*	-0.8
CN(C)C1C(=O)C(C(N)=O)=C(O)C2(O)C(=O)C3=C(O)c4c(O)cccc4C(C)(O)C3C(O)C12 (centres undefined)	3	-1	138*	0	-4	1.3	-8	3	20	-0.3

(listing goes on)
Compound	Rtt109 Vps75	Wnt act	Tat transport	dFosB activator	V-ATPase pHluor	CDK5 inh	RTF Ca sens act	MITF TRPM1 HTS	CAL PDZ FP-1	CAL PDZ FP-2
CCCOP(=O)(O)c1c([N+](=O)[O-])cc(C(F)(F)F)cc1[N+](=O)[O-] (tested in a mixture with another compound)	-4	-1	1	6	1	0.5	2	17	-2	0.6
NNC(=O)c1nc[nH]c1C(=O)Nc1ccc(Cl)cc1C(=O)c1ccccc1	12	-6	0	8	-2	0.9	-2	.	-1	-1.6
CCOc1ccc2nc(N3CCC(C(=O)N4CCC5(CC4)OCCO5)CC3)sc2c1	9	7	-9	-2	0	-5.2	1	.	3	.
Clc1ccccc1CN1CCN(c2ccccc2Cl)CC1	14	6	-2	-3	3	1.8	4	2	-2	-2.2
COC(=O)C1=C(c2cccc(C#N)c2)C[C@@H]2CC[C@H]1N2C(=O)NC1CCCCC1	1	2	-12	-5	-6	-0.9	-5	-1	-5	0.7
COc1cc2c(cc1OC)C13CCN4CC5=CCOC6CC(=O)N2C1C6C5CC43 (centres undefined) (tested in a mixture with another compound)	9	-1	-7	-7	-2	-1.0	2	4	4	-1.1
O=C1NC(=S)NC(=O)C1C1CCCCC1	11	4	11	3	0	-0.3	-4	-2	-3	-0.6
CCOP(=O)(OCC)C(NC(=O)c1cccc([N+](=O)[O-])c1)C(Cl)(Cl)Cl (centres undefined)	15	0	-3	-4	-1	-2.2	12	0	1	0.5
COC(=O)C1=C(c2ccc(F)cc2OCc2ccccc2)C[C@@H]2CC[C@H]1N2C(=O)NC1CC1	6	-2	-1	-1	-3	0.2	0	4	2	0.3
COP(=O)(/C=C(\Cl)c1ccccc1)/C=C(\Cl)c1ccccc1	-1	2	-2	-1	-1	-1.0	-3	-3	-6	0.0
O=C(Cc1ccccc1)OCC(=O)c1ccc(F)cc1	7	-2	-3	-2	-2	0.7	-10	7	-2	-1.0
CN1C(=O)C2C[C@@]3(Br)c4ccccc4N(OOSc4ccccc4)[C@H]3N2C(=O)[C@@H]1Cc1ccccc1 (some centres undefined)	-6	-2	-1	-2	-3	1.4	2	1	1	-0.6
O=C(OC1CC2CCC(N2)C1C(=O)O)c1ccccc1 (centres undefined)	-25	-1	-1	-2	1	-1.9	-3	-10	1	-0.6
COc1cc([C@H]2OC[C@H]3[C@@H]2CO[C@@H]3c2cc(OC)c(O[C@@H]3O[C@H](CO)[C@@H](O)[C@H](O)[C@H]3O)c(OC)c2)cc(OC)c1O[C@H]1O[C@@H](CO)[C@H](O)[C@@H](O)[C@@H]1O	-11	-1	-7	-5	10	-1.9	0	-2	-1	-0.5
O=C(NN=Cc1ccc(N(CCCl)CCCl)cc1Cl)c1cccnc1	8	-3	7	-5	2	-6.3	-4	-2	2	0.7

(further entries)
Compound	Rtt109 Vps75	Wnt act	Tat transport	dFosB activator	V-ATPase pHluor	CDK5 inh	RTF Ca sens act	MITF TRPM1 HTS	CAL PDZ FP-1	CAL PDZ FP-2
Oc1ccc(CCN2CCCCC2)cc1	7	-6	-12	0	-2	0.9	-2	1	-2	0.5
CCOC(=O)c1c(N)n(CCCOC(=O)c2ccco2)c2nc3ccccc3nc12	-423	-1	-1	-13	2	0.9	-3	.	.	-0.3
CNC(=O)Oc1ccc(C(=O)N2c3ccccc3NC(=O)C2C)cc1 (centres undefined)	-5	2	-1	-3	-3	-0.2	5	-2	-2	-1.3
Cc1ccc(C[n+]2c(-c3ccc(C)cc3)cc(-c3ccc(C)cc3)cc2-c2ccc(C)cc2)cc1	21	.	-3	-2	-4	0.6	-6	-95	-4	-1.4
N#CC(C#N)=NNc1ccc(-n2ccc(C(F)(F)F)n2)cc1	-9	-2	-2	4	2	0.4	1	.	.	-0.5
COc1ccc(CN2CCN(Cc3ccccc3F)CC2)cc1	0	-1	11	-10	3	-1.9	-2	-1	1	-1.3
Cc1cccc(CSc2nc3c(cc2C#N)CN(C)CC3)c1	.	-3	5	3	2	0.1	3	-7	-2	-2.5
c1cc2c(cc1NC1=NCCO1)CCCC2	4	-4	-3	2	-1	1.2	6	6	-6	0.0
CC(=O)N1CCN(CC(=O)Nc2ccc(C#N)c(Cl)c2)CC1	-5	-1	3	-4	0	-0.9	-1	0	1	0.3
O=c1[nH]c(=S)[nH]c(O)c1N=Nc1ccc(S(=O)(=O)N2CCOCC2)cc1	1	2	0	-10	3	-0.6	1	-42	-1	-0.8
Brc1cccc(CNCCc2ccc3c(c2)OCO3)c1	2	0	2	-8	-1	0.0	-3	.	-6	-0.1
CC(=O)OC1(c2ccccc2)CC(C(C)(C)C)CN(C(C)(C)C)C1 (centres undefined)	-2	.	-1	5	-4	-0.4	-6	6	2	-2.2
C[C@@H]1CC2C3CC=C4C[C@@H](O)CC[C@]4(C)C3CC[C@]2(C)[C@H]1O (some centres undefined)	6	-1	-6	-6	0	1.0	1	-2	-2	-1.4
COC(=O)C(C)Oc1cc(C)cc2oc(=O)c3c(c12)CCCC3 (centres undefined)	5	.	?	-22	-1	0.1	7	1	-2	-0.1
CCCOc1ccc(N2C(=O)CC(N3CC=C(c4ccccc4)CC3)C2=O)cc1 (centres undefined)	-1	-3	5	-1	-1	-2.3	4	-4	-4	0.8

Next compounds
Compound	Rtt109 Vps75	Wnt act	Tat transport	dFosB activator	V-ATPase pHluor	CDK5 inh	RTF Ca sens act	MITF TRPM1 HTS	CAL PDZ FP-1	CAL PDZ FP-2
CCC1(c2ccccc2)C(=O)N(C)C(=O)N(C)C1=O	10	.	0	5	-2	-0.6	5	-2	-3	-2.5
CC(C)(C)c1ccc(OC(=O)N2CCCCC2)cc1	0	16	-2	-5	2	-0.2	1	77	-2	0.3
COC(=O)C1=C(c2cccc(OCc3ccccc3)c2)C[C@@H]2CC[C@H]1N2C(=O)NCCc1ccc(F)cc1	0	-3	2	4	3	-1.1	10	2	0	-0.4
CN1C2CCC1CC(OC(=O)c1ccc([N+](=O)[O-])cc1)C2 (centres undefined)	-7	-1	9	5	0	-2.2	1	1	-1	1.4
CCOC(=O)C(NC(=O)CCl)(Nc1ccc(C(O)(C(=O)OCC)C(F)(F)F)cc1)C(F)(F)F (centres undefined)	-5	-2	1	-6	-3	-0.4	-10	4	8	-0.4
Cc1ccc(-c2nn(Cc3ccccc3)cc2C=O)cc1C	-1	9	7	-8	2	1.6	-1	-5	0	-0.1
C[C@@H](N)Cc1cnc[nH]1	-1	1	2	-3	-2	-1.1	8	14	-1	-0.2
CSc1nc(N)c(N=Nc2ccc([As](=O)(O)O)cc2)c(=O)[nH]1	5	-1	-1	-18	1	-0.1	5	-8	10	-2.0
CCc1ccc(N2C(=O)NC(=O)C(Cc3ccc(OC)cc3OC)C2=O)cc1 (centres undefined)	15	.	-5	-10	1	-0.3	3	-1	1	-3.3
C[C@@H]1O[C@@H](O[C@H]2C[C@@H](O)[C@]3(CO)[C@H]4[C@H](O)C[C@]5(C)[C@@H](C6=CC(=O)OC6)CC[C@]5(O)[C@@H]4CC[C@]3(O)C2)[C@H](O)[C@H](O)[C@H]1O	-2&2	.	2&-2	6	6	0.5	-1	-70	7	0.0
O=C(c1cc2nc(-c3ccccc3)cc(-c3ccccc3)n2n1)N1CCC2(CC1)OCCO2	-10	.	9	-24	-4	-0.5	-1	-6	.	-5.2
CCn1cc(C(=O)N2CCCCC2)c2ccccc21	-1	-1	-2	-7	-1	-2.1	6	-15	1	-0.7
Cc1cc(OCC(=O)NCC2CCC(C(=O)O)CC2)c2c3c(c(=O)oc2c1)CCC3 (centres undefined)	4	0	0	4	-2	0.5	-3	13	-1	0.2
COc1ccc2[nH]cc(C(=O)CN(C)C)c2c1	-2	-2	0	-3	-2	-0.1	7	-1	-3	-0.1

Source: PubChem BioAssay
